Assay outcomes (PubChem BioAssay)
RGS12 GoLoco inh: blocks human Gai1 binding to RGS12 GoLoco peptide, red readout; P63096; Gai1:RGS12 GoLoco peptide FP, rhodamine, 10 min; Potency, µM (top dose mostly 61.6 µM), without a hit: at the top dose activity, negative = inhibition, hits mostly inhibitors; 230,000 tested, 0.44% active; active = well fitted inhibition curve with a large enough effect, not every such curve was filed as active; inactive = no such curve, though single readings can be large or run the other way; also: % is scaled to controls: 0 for no effect and ±100 for the full control effect; nearly all actives have a fitted effect of over 30% in size; many of its hits are not listed in these tables
TexasRed fluor: Texas Red fluorescence interference in TRb-SRC2 counter-screen | 280,000 tested, 0.29% active | AID 1479 | TRb/SRC2 Texas Red total fluorescence interference | Potency, µM (series often up to 106 µM), for the others: at the top dose fluorescence change, negative = quenching; active = well fitted curve in either direction with a large enough effect; inconclusive = small, poorly fitted or top-dose-only effect; also: % is scaled to controls: 0 for no effect and ±100 for the full control effect
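Human TRb ligand-binding domain at 0.6 uM with 20 nM Texas Red SRC2 peptide in Tris buffer containing 1 uM T3 and 5% DMSO, incubated with compound 5 h at ambient temperature. Total fluorescence (555/632 nm) calculated as parallel + 2 × perpendicular.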
TRb-SRC2 inh: disrupts binding of human TR beta to SRC2; TRbeta-SRC2 peptide binding, fluorescence polarization; receptor liganded with 1 µM T3; Potency, µM (titrated, usually from 106 µM), without a hit: at the highest dose activity change, negative = inhibition, actives largely listed as inhibitors; 280,000 tested, 0.065% active; AID 1469;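 also: plate controls were bound peptide for no effect and peptide without receptor for full effect; nearly all actives have a fitted effect of over 50% in size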
Target sequence (P10828 whole entry, looked up): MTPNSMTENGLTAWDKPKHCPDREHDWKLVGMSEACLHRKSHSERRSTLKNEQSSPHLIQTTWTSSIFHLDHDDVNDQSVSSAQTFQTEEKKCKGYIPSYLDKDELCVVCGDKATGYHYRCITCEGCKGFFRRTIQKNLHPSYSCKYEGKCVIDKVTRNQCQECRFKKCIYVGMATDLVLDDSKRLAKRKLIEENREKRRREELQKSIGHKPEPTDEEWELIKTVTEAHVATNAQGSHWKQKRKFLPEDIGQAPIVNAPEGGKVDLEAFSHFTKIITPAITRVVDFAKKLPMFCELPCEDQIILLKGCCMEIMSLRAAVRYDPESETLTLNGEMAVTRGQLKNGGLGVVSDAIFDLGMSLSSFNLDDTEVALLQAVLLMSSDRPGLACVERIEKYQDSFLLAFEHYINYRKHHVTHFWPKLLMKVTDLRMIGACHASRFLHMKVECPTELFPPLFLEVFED
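Quantitative HTS by FP: 0.6 uM TRb LBD, 20 nM labeled SRC2 20-mer, 1 uM T3, 5% DMSO; 5 hr ambient incubation; % activity per concentration and potencies from concentration series.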
SMN2 splice up: enhancers of SMN2 splice variant expression; HEK293 SMN2-luciferase splicing reporter, luminescence, 30-36 h; Potency, µM (series often up to 46.1 µM), for inactives: at the highest dose activity change, positive = activation, most hits filed as activators; 210,000 tested, 2.8% active; also: % of control where 0% means no effect; nearly all actives have a fitted effect of over 55% in size
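HEK293 cells carry an SMN2 […]–luciferase reporter in which exon 7 inclusion puts luciferase in frame. Cells were plated 10-12 h before compound addition, then incubated 30-36 h at 37C. ONE-Glo luminescence was read; sodium butyrate at 4.5 mM final served as control.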
JMJD2E inh: inhibitors of human JMJD2E histone demethylase; 230,000 tested, 1.6% active; AID 2147; B2RXH2; Potency, µM (doses to about 57.1 µM), inactives show at the top dose activity change, negative = inhibition, actives largely listed as inhibitors; JMJD2E catalytic domain, FDH-coupled NADH fluorescence (FDH is formaldehyde dehydrogenase); active = well fitted inhibition curve with a large enough effect, not every such curve was filed as active; inconclusive = small, poorly fitted or top-dose-only effect, or another doubt; inactive = no such curve, though single readings can be large or run the other way;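 also: 0% = wells with enzyme and -100% = buffer wells without enzyme; nearly all actives have a fitted effect of over 50% in size; many of its hits are not listed in these tables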
RECQ1 inh: blocks DNA unwinding by human RECQ1. P46063. RECQ1 DNA unwinding, red fluorescence kinetic read. Potency, µM (doses to about 57.3 µM), for inactives: top-dose activity, negative = inhibition, actives largely listed as inhibitors. 240,000 tested, 0.54% active. AID 2549;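 also: plate controls were vehicle for no effect and no enzyme for full effect; nearly all actives have a fitted effect of over 30% in size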
Target sequence (P46063 whole entry, looked up): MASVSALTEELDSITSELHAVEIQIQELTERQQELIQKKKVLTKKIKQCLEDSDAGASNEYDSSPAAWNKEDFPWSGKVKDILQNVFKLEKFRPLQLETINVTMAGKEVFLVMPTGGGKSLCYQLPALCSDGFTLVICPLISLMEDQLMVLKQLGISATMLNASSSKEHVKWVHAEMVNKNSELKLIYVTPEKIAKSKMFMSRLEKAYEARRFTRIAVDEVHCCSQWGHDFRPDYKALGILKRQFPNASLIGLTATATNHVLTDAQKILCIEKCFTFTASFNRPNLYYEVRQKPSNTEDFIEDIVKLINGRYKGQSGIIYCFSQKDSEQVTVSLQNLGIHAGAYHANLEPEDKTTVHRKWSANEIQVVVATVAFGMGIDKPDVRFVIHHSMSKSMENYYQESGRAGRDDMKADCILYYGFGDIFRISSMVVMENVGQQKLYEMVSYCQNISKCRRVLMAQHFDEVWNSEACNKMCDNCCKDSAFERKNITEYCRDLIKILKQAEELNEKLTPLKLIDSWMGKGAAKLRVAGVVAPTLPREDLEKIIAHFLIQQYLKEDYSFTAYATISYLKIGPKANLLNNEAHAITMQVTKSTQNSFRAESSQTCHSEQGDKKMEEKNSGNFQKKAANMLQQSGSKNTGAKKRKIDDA
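50 nM RECQ1T1 preincubated 15 min with compound in Tris pH 8.0 buffer with MgCl2, DTT, Tween-20 and 2.5 ug/ml poly(dI-dC); started with 200 nM TAMRA/BHQ-2 forked duplex and 2 mM ATP. Unwinding read as fluorescence (525/598 nm), two reads 2 h apart.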
Lamin A splicing: changes lamin A minigene splicing in HeLa cells. HeLa LMNA splicing GFP/RFP minigene ratio, 48 h. Potency, µM (highest dose often 46.1 µM), without a hit: top-dose ratio change, negative = inhibition, hits mostly inhibitors. 200,000 tested, 0.01% active. AID 1487; active = well fitted inhibition curve with a large enough effect in the signal ratio, with a control signal flat, not every such curve was filed as active; inconclusive = small, poorly fitted or top-dose-only effect, or effect the other way, or a change in a side signal; the % refers to the signal ratio; also: % is scaled to controls: 0 for no effect and ±100 for the full control effect
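Read-out is the ratio of GFP to DsRed2 object intensity, acquired by 488 nm laser-scanning cytometry on HeLa lamin A-EGFP minigene reporter cells. Compound incubation 48 hrs at 37 °C in Opti-MEM with 2% FBS; DMSO 0.5% final.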
ALDH1A1 block: blocks purified human ALDH1A1 activity; Purified ALDH1A1, NADH fluorescence, propionaldehyde substrate; P00352; 220,000 tested, 7.3% active; Potency, µM (top dose mostly 75.3 µM), for the others: top-dose activity, negative = inhibition, most hits filed as inhibitors; active = well fitted inhibition curve with a large enough effect, not every such curve was filed as active; inconclusive = small, poorly fitted or top-dose-only effect, or another doubt; inactive = no such curve, though single readings can be large or run the other way;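 also: plate controls were no enzyme wells and a reference inhibitor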
Active calls of the source: *; i = inactive; ? = inconclusive; . = not tested or not shown; & = joins results of further samples; [ ] = another dose, or the depositor's remark. Unless noted, calls follow the shape of the dose curve; as a rule, active = well fitted curve in the direction sought with a large enough effect; inconclusive = small, poorly fitted or top-dose-only effect, or another doubt; inactive = no such curve, though single readings can be large; an effect the other way counts as inactive or inconclusive. Potency is read from the fitted curve at half-maximal effect. Some of the compounds tested, so the mix of outcomes need not match the whole.

SMILES	RGS12 GoLoco inh	TexasRed fluor	TRb-SRC2 inh	SMN2 splice up	JMJD2E inh	RECQ1 inh	Lamin A splicing	ALDH1A1 block
COc1cccc(-c2nn(-c3ccccc3)cc2/C=C(/NC(=O)c2ccccc2)C(=O)O)c1	2.8%	0.9%	4.1%	.	3.9%	2.6%	.	.
CCOC(=O)C1CCCN(C/C(O)=C(\C#N)c2nc(-c3ccccc3)cs2)C1 (stereo not drawn)	70.8%[activator]	-3.9%	-10.3%	-8.2%	-0.1%	-4.5%	-16.0%	31.6µM*
O=C(Cn1ccc([N+](=O)[O-])n1)NCc1ccco1	10.7%	-0.7%	-2.3%	-0.1%	-5.9%	-10.4%	-2.7%	-3.9%
COc1ccc(C2CC(O)(c3ccccc3)Oc3c(C)ccc(C)c32)cc1 (stereo not drawn)	-0.4%	-1.2%&-0.2%	-4.7%&8.1%	.	8.8%	-7.0%	.	.
CCOC(=O)Cc1nnc2c(Nc3ccc(C)cc3)nc3nonc3n12	-0.2%	1.1%	-3.1%	0.6%	3.2%	-17.0%	-14.6%	?
CC(C)NC(=O)COC(=O)c1cc(F)c(F)cc1Cl	-15.0%	-5.4%	-3.2%	-31.4%[inhibitor]	-2.1%	-6.7%	?	1.1%
CC(=O)OCC(=O)Nc1ccc(C(C)=O)cc1	-31.6%	0.0%	3.3%	-22.7%	-0.4%	0.1%	3.1%[0.0737 µM]	?
COc1ccc(NC(=O)CCS(=O)(=O)c2ccccc2)c(OC)c1	6.2%	1.6%	-1.5%	29.5%	12.4%	-9.6%	4.5%	0.5%
COCCn1cc(C(=S)N2CCCCC2)c2ccccc21	3.6%	-4.3%	4.3%	5.8%	-2.1%	i	.	-9.7%
Cc1ccc[n+](CC(=O)c2cc3ccccc3oc2=O)c1	-5.0%	-1.4%	-5.0%	18.1%	?	1.6%	8.6%	?
COc1cc(-c2nnc(-c3cccnc3)o2)cc(OC)c1OC	6.9%	-0.3%	7.1%	39.4%	-13.4%	0.4%	-2.4%	-1.3%
CCOC(=O)c1cn(Cc2ccc(Cl)cc2Cl)c2cc(C)nn2c1=O	18.2%	0.5%	5.3%	.	?	-10.7%	?	?
CC(C)c1ccc(/C=C(/C#N)c2nnc(NC(=O)c3ccccc3)s2)cc1	14.3%	-6.3%	-7.7%	-9.5%	?	-3.7%	?	-11.5%
COc1ccc(N2C(=O)CC(NNc3nc4ccccc4s3)C2=O)cc1 (stereo not drawn)	-14.4%	0.1%	-6.0%	.	2.6%	-1.9%	.	.
O=C(Nc1ccc(F)c([N+](=O)[O-])c1)C(=O)c1c(O)[nH]c2ccccc12	1.3%	-4.5%	-5.2%	1.8%	-1.2%	-1.4%	.	12.6µM*
S=C(Nc1ccc(Br)cc1)N1CCn2cccc2C1c1cccnc1 (stereo not drawn)	16.9%	-0.4%	0.5%	-10.2%	-22.5%	-4.0%	.	?
FC(F)(F)c1ccccc1-n1c(-c2cnccn2)n[nH]c1=S	15.7%	0.8%	-7.6%	.	-2.3%	-2.3%	.	.
Cc1ccc2[nH]c(=O)c(CN(Cc3ccco3)C(=O)N3CCOCC3)cc2c1	3.4%	1.1%	-12.1%	.	?	-11.2%	2.2%[46 µM]	?
Nc1nc(NCC2CCCO2)nc(Nc2ccccc2F)c1[N+](=O)[O-] (stereo not drawn)	4.0%	-0.4%	-0.2%	.	3.5%	2.3%	.	.
CC1CCc2nc(NC(=O)CN3CCN(c4ccccc4)CC3)sc2C1 (stereo not drawn)	1.1%	2.3%	0.0%	-11.4%	2.5%	i	?	?
c1ccc2oc(NC3=NCN(C4CCCCC4)CN3)nc2c1	-6.4%	-5.8%	-5.7%	.	0.2%	7.4%	.	.
O=C(CN(Cc1ccco1)C(=O)Cn1nnc(-c2ccc(F)cc2)n1)NC1CCCC1	-8.5%	-7.2%	6.2%	-1.1%	7.3%	-8.9%	?	-1.1%
Cc1cc(C)c2c(N)c(C(=O)N3CCc4ccccc4C3)sc2n1	26.2%	-0.9%	-2.5%	.	-6.9%	20.7%	.	?
CCn1c(-c2ccccc2)csc1=Nc1ccc(S(=O)(=O)O)cc1	11.7%	-1.5%	4.0%	-18.5%	4.7%	?	7.9%	10.2%
COc1ccc(S(=O)(=O)CCC(=O)Nc2c(C)n(C)n(-c3ccccc3)c2=O)cc1	6.1%	-0.1%	-20.5%	18.1%	0.4%	-5.2%	0.9%	-4.0%

Some of the entries above, set out differently:
CC1CCc2nc(NC(=O)CN3CCN(c4ccccc4)CC3)sc2C1 (stereo not drawn)
  RGS12 GoLoco inh: 1.1%
  TexasRed fluor: 2.3%
  TRb-SRC2 inh: 0.0%
  SMN2 splice up: -11.4%
  JMJD2E inh: 2.5%
  RECQ1 inh: i
  Lamin A splicing: ?
  ALDH1A1 block: ?
c1ccc2oc(NC3=NCN(C4CCCCC4)CN3)nc2c1
  RGS12 GoLoco inh: -6.4%
  TexasRed fluor: -5.8%
  TRb-SRC2 inh: -5.7%
  SMN2 splice up: .
  JMJD2E inh: 0.2%
  RECQ1 inh: 7.4%
  Lamin A splicing: .
  ALDH1A1 block: .
O=C(CN(Cc1ccco1)C(=O)Cn1nnc(-c2ccc(F)cc2)n1)NC1CCCC1
  RGS12 GoLoco inh: -8.5%
  TexasRed fluor: -7.2%
  TRb-SRC2 inh: 6.2%
  SMN2 splice up: -1.1%
  JMJD2E inh: 7.3%
  RECQ1 inh: -8.9%
  Lamin A splicing: ?
  ALDH1A1 block: -1.1%
Cc1cc(C)c2c(N)c(C(=O)N3CCc4ccccc4C3)sc2n1
  RGS12 GoLoco inh: 26.2%
  TexasRed fluor: -0.9%
  TRb-SRC2 inh: -2.5%
  SMN2 splice up: .
  JMJD2E inh: -6.9%
  RECQ1 inh: 20.7%
  Lamin A splicing: .
  ALDH1A1 block: ?

(continued)
SMILES	RGS12 GoLoco inh	TexasRed fluor	TRb-SRC2 inh	SMN2 splice up	JMJD2E inh	RECQ1 inh	Lamin A splicing	ALDH1A1 block
O=c1c2ccccc2nnn1Cc1ccccc1Cl	23.9%	2.2%	2.5%	-4.5%	-5.9%	i	?	-8.0%
O/N=C/c1ccc2ccccc2c1	-1.3%	-10.3%	-1.2%	.	?	3.3%	.	?
Cc1[nH]c2ccccc2c1C(=O)COC(=O)c1cccc(S(=O)(=O)N2CCCCC2)c1	5.5%	0.1%	-4.0%	?	-1.0%	-12.8%	?	-3.5%
CCN(CC)S(=O)(=O)c1ccc(Cl)c(NC(=O)c2cc(Cl)ccc2Cl)c1	.	-3.2%	-8.3%	.	8.7%	-4.6%	-2.4%	?
CCN(CC)C(=O)/C(C#N)=C/c1cc(O)c(O)c([N+](=O)[O-])c1	2.5%	-5.4%	4.9%	.	.	.	?	.
CCNC(=O)c1cc(Cl)ccc1OC	-3.7%	0.1%	-4.4%	9.6%	7.5%	-4.2%	?	10.0%
CCC(CC)C(=O)Nc1cccc(C(=O)NC(C)(C)C)c1	-0.2%	0.5%	-0.2%	-4.4%	1.2%	26.0%	?	12.5%
CC(=O)c1ccc(N2CCCCC2)c(F)c1	3.4%	0.5%	2.5%	.	-31.0%	-5.9%	.	-5.6%
N/C(=N\OC(=O)CCC1CCCCC1)c1ccccn1	-1.6%	-1.9%	1.2%	?	7.1%	-4.7%	0.1%	-0.2%
COc1ccc(CCNC(=O)C2CCN(Cc3nc(-c4ccccc4C)oc3C)CC2)cc1OC	.	-4.1%	6.3%	.	0.2%	-3.9%	?	7.1%
CCOC(=O)c1cnc2c(-c3ccc(F)cc3)cnn2c1C(F)(F)F	19.8%	-2.9%	0.0%	-12.4%	1.0%	18.9%	.	?
CCC(c1nnc(SCc2nc3ccccc3s2)n1Cc1ccccc1)N(C)C (stereo not drawn)	21.0%	-0.2%	-4.1%	-13.6%	-5.7%	-2.9%	2.3%	?
COc1ccc(CC(=O)n2nc(-c3ccccc3)nc2NCc2ccco2)cc1	-5.8%	-4.4%	-16.3%	?	?	-3.3%	-8.7%	-2.0%
O=C(c1ccco1)N1CCN(CCCCN2C(=O)c3ccccc3C2=O)CC1	7.2%	-3.6%	-6.8%	-3.3%	13.8%	i	5.1%	?
CCOC(=O)Cc1csc(Nc2ccc(Cl)cc2)n1	10.0%	3.0%	-2.9%	?	-3.7%	-5.2%	-5.6%	-0.2%
Cc1ccc(C)c(NC(=S)NCC(c2ccccc2)N(C)C)c1 (stereo not drawn)	0.1%	-8.9%	-8.7%	?	-2.9%	-3.5%	8.2%[46 µM]	0.7%
Cc1ccc(C)c(C(=O)CSc2n[nH]c(C(C)C)n2)c1	7.8%	-5.1%	-2.3%	-10.2%	2.4%	i	?	-5.2%
CCOc1ccc(C(=O)CC(NCc2cccs2)C(=O)O)cc1 (stereo not drawn)	1.1%	0.0%	-9.0%	-32.7%[inhibitor]	-8.6%	i	?	?
C=CCn1c(SCc2c(C)noc2C)nnc1C1COc2ccccc2O1 (stereo not drawn)	3.0%	-1.4%	4.4%	-17.0%	-3.2%	-9.5%	-15.1%	1.5%
CN=c1scc(-c2ccccc2Br)n1/N=C/c1ccc[nH]1	28.0%	1.7%	3.6%	.	0.9%	i	.	5.5%
Cc1cc2nc(C3CCCN(C(=O)NCc4ccccc4)C3)[nH]c2cc1C (stereo not drawn)	11.2%	-1.6%	1.8%	?	-7.1%	-12.4%	6.7%	-2.9%
COc1cccc(C(=O)NC(=O)Nc2cc(C)[nH]n2)c1	3.7%	-0.6%	0.3%	.	1.4%	i	.	.
Cc1cc(C)c(NC(=O)c2cn3c4c(c(N5CCN(C)CC5)c(F)cc4c2=O)OCC3C)c(C)c1 (stereo not drawn)	-4.1%	-7.5%	-2.2%	-4.8%	0.9%	-11.7%	-12.2%	?
COCC(=O)N(C)c1nnc(-c2cnccn2)s1	6.2%	-0.8%	1.3%	19.2%	-16.7%	-6.7%	11.4%[0.0737 µM]	-9.3%
